# Compound activity as filed in PubChem BioAssay.
# Pf growth 96h: Primary qHTS for delayed death inhibitors of the malarial parasite plastid, 96 hour incubation; Potency, µM (titrated, usually from 28.7 µM), without a hit: at the highest dose activity change, negative = inhibition, actives largely listed as inhibitors; hit rate 6.9% among 320,000; P. falciparum luciferase reporter growth, 96 h; further: potency means the concentration at half of the fitted maximal effect; on the % scale 0 is the no-effect control and ±100 the full control effect
#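 Plates of compound plus infected erythrocytes (2% hematocrit, 0.05% parasitemia final) incubate 96 hours, 37 C, 5% CO2. Detection reagent added; reduced luminescence from the parasites' luciferase reporter flags inhibition.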
# Sm TGR inh: qHTS Assay for the Inhibitors of Schistosoma Mansoni Peroxiredoxins; Potency, µM (highest dose often 114 µM), inactives show at the top dose activity change, negative = inhibition, usual class: inhibitors; hit rate 3% among 360,000; AID 485364, 2010; purified TGR, DTNB reduction, TNB absorbance 405 nm; further: potency means the concentration at half of the fitted maximal effect; on the % scale 0 is the no-effect control and ±100 the full control effect; nearly all actives have a fitted effect of over 60% in size
#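 First, TGR (20 nM dispensed) and NADPH were mixed with compound. Second, a 15 min room-temperature incubation followed. Third, further NADPH and then DTNB were added to start the reaction. Finally, TNB absorbance was monitored kinetically.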
# Cycloheximide cs: Cycloheximide Counterscreen for Small Molecule Inhibitors of Shiga Toxin. cell reporter, cycloheximide protein synthesis inhibition counterscreen. max response, %. hit rate 12% among 300,000; in the data active means max response mostly above about 13%, no sharp cut-off; inactive means mostly below about 14%; further: read at 38.3 µM for the half of the compounds with a filed dose; 0% is about no effect
# FBPA Giardia inh: qHTS Assay for Inhibitors of Fructose-1,6-bisphosphate Aldolase from Giardia Lamblia; A8B2U2; purified Giardia FBPA; Potency, µM (doses to about 59.6 µM), without a hit: top-dose activity, negative = inhibition, hits mostly inhibitors; hit rate 0.71% among 290,000; further: potency means the concentration at half of the fitted maximal effect; on the % scale 0 is the no-effect control and ±100 the full control effect; nearly all actives have a fitted effect of over 55% in size
# Target sequence (A8B2U2 whole entry, looked up): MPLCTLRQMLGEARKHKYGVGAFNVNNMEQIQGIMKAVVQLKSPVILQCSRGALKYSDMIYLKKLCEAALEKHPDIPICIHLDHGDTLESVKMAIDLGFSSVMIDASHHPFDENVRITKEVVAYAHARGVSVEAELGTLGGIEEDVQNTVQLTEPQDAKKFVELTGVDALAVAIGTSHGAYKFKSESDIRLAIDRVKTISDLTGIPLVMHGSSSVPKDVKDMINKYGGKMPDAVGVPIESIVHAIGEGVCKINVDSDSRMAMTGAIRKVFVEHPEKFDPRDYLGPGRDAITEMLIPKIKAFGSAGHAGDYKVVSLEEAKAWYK
#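 Giardia FBPA (40 nM reagent) was preincubated 10 min at RT with compound (up to 57.5 uM final), then substrate plus GAPDH/TPI/NAD/arsenate coupling system with diaphorase/resazurin was added; resorufin fluorescence (525/598 nm) was read after 20 min.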
# Pf growth 48h: Primary qHTS for delayed death inhibitors of the malarial parasite plastid, 48 hour incubation | P. falciparum luciferase growth in erythrocytes, 48 h | Potency, µM (series often up to 28.7 µM), without a hit: at the top dose activity change, negative = inhibition, hits mostly inhibitors | hit rate 5.9% among 310,000; further: potency means the concentration at half of the fitted maximal effect; on the % scale 0 is the no-effect control and ±100 the full control effect
#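 First compound was added to culture medium, then infected red cells at 0.1% parasitemia and 2% hematocrit (final). After incubation at 37 C under 5% CO2, luciferase detection reagent was dispensed and light output recorded.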
# Shiga toxin inh: A qHTS for Small Molecule Inhibitors of Shiga Toxin; Vero cells, Shiga toxin protein synthesis inhibition reporter; inhibition, % at 38.7 µM; hit rate 9.2% among 290,000; in the data active means inhibition mostly above about 28%, no sharp cut-off; inactive means mostly below about 43%; further: 0% is about no effect
# * = called active by the depositor; i = inactive; ? = inconclusive; · = not tested or not shown; + = active, no number; [ ] = remark or other dose. Unless noted, the call rests on the fitted dose curve; in most records, active means well fitted curve in the direction sought with a large enough effect; inconclusive means small, poorly fitted or top-dose-only effect, or another doubt; inactive means no such curve, though single readings can be large; an effect the other way counts as inactive or inconclusive.
SMILES	Pf growth 96h	Cycloheximide cs	Sm TGR inh	Pf growth 48h	Shiga toxin inh	FBPA Giardia inh
Cn1c(N)c(N2CCN(c3ccccc3)CC2)c(=O)[nH]c1=O	-4%	-4	3%	4%	-17	1%
COC(=O)[C@@H](Cc1c[nH]c2ccccc12)NC(=O)CCC(=O)c1ccc(F)cc1	?	-2	0%	?	14	3%
O=C(CCNc1cc(Cl)cc(Cl)c1)c1ccco1	?	5	?	37%[activator]	-2	0%
COC(=O)c1c(NC(=O)c2ccc(C)c(S(=O)(=O)Nc3ccccc3C)c2)sc2c1CCCC2	-2%	-2	6%	3%	-4	1%
CCOC(=O)N/N=C1\CCS(=O)(=O)c2ccc(Cl)cc21	-23%	-2	7%	-2%	9	8%
O=C(CSc1nc2ccccc2o1)Nc1cc(C(F)(F)F)ccc1N1CCOCC1	·	-3	6%	12µM*	-12	-1%
c1cncc(-c2nc(NCc3ccco3)c3ccccc3n2)c1	35%[activator]	14	25µM*	12µM*	-7	-2%
CC(CCCCCCCCC(=O)O)N(CCO)C(=O)OC(C)(C)C (configuration not stated)	?	·	3%	?	·	·
COc1ccc2nc(C)cc(Nc3ccc(N4CCOCC4)cc3)c2c1	3%	-1	-23%	2.9µM*	-13	-9%
CCNC(=O)Cn1cc(C#N)c2ccccc21	i	-2	-9%	-1%	-3	1%
Cc1ccc(NC(=O)COC(=O)C2CC2C)c(S(=O)(=O)N2CCCCC2)c1 (configuration not stated)	?	-3	6%	-18%	15	4%
CCNC(=S)SCCOc1ccc(C)cc1	-10%	6	-14%	-1%	-3	3%
NC(N)=NC1=NC(=O)C(Cc2ccccc2)S1 (configuration not stated)	?	19*	3%[57.1 µM]	0%	-2	-5%
CCC(=NCCc1ccccc1)c1c(O)n(C2CCCCC2)c(=O)[nH]c1=O	·	-3	-2%	?	34	0%
CCC(=NCCCN(CC)CC)c1c(O)n(-c2ccccc2)c(=O)[nH]c1=O	3%	-6	-2%	1%	-1	-1%
COc1ccc(N2CCN(c3nc(Nc4ccc(C)c(F)c4)nc(N4CCCC4)n3)CC2)cc1	-24%	1	-8%	?	9	-7%
Cc1nc(C(C)NC(=O)CCc2nnc(CCCc3ccccc3)o2)c(C)s1 (configuration not stated)	-25%	32*	4%[57.1 µM]	-3%	75*	2%
O=C(NCCCN1CCN(Cc2ccccc2Cl)CC1)Nc1ccccc1	23%	1	-19%	-10%	-1	12%
COc1cccc(NC(=O)CN2C(=O)COc3ccc(C)cc32)c1	0%	-3	0%	24%	-2	1%
C/C(CC(C)(C)C1CCCCC1)=N\NC(N)=S	2.9µM*	-2	0%	·	-13	1%

# A different layout for some results above:
# Below each SMILES – Pf growth 96h	Cycloheximide cs	Sm TGR inh	Pf growth 48h	Shiga toxin inh	FBPA Giardia inh
> COc1ccc2nc(C)cc(Nc3ccc(N4CCOCC4)cc3)c2c1
 : 3%	-1	-23%	2.9µM*	-13	-9%
> CCNC(=O)Cn1cc(C#N)c2ccccc21
 : i	-2	-9%	-1%	-3	1%
> Cc1ccc(NC(=O)COC(=O)C2CC2C)c(S(=O)(=O)N2CCCCC2)c1 (configuration not stated)
 : ?	-3	6%	-18%	15	4%
> CCNC(=S)SCCOc1ccc(C)cc1
 : -10%	6	-14%	-1%	-3	3%

# More structures
SMILES	Pf growth 96h	Cycloheximide cs	Sm TGR inh	Pf growth 48h	Shiga toxin inh	FBPA Giardia inh
O=C(NCC(O)c1ccccc1)c1ccc(Cl)c(S(=O)(=O)N2CCCCC2)c1 (configuration not stated)	7%	20	4%	?	13	6%
CCN(CC)c1ccc(NC(=O)CSc2n[nH]c(-c3ccco3)n2)cc1	?	·	-8%	-13%	·	·
CCc1ccc(Nc2nnc(SCC(=O)Nc3sccc3C(N)=O)s2)cc1	?	32*	1%	?	62*	1%
CCS(=O)(=O)Nc1cccc(C2=NN(C(=O)c3ccco3)C(c3ccco3)C2)c1 (configuration not stated)	9%	-4	50µM*	?	-4	-14%
O=C(Nc1ccc(N2CCN(C(=O)c3ccco3)CC2)cc1)c1ccccc1	46%[activator]	12*	1%[57.1 µM]	?	14	-7%
Cc1ccc2oc(-c3ccc(NC(=O)c4ccc5c(c4)OCO5)cc3)nc2c1	29%	37*	1%	73%[activator]	58*	5%
Cc1nnc(-c2cnn(C)c2N)n1CCCN(C)C	14%	7	3%	18%	-4	0%
CC(C)OC(=O)COc1ccc(-c2ccccc2)cc1	10%	9	11%	·	23	2%
O=C(CCc1ccc(S(=O)(=O)N2CCOCC2)cc1)Nc1cc(Cl)ccc1N1CCOCC1	-18%	-2	0%	6.6µM*	-20	1%
N#Cc1c(Nc2ccccc2)sc(C(=O)c2ccccc2)c1N	25%	8	1%	13%	12	2%
O=C(O)c1ccc2nc(-c3ccccc3)sc2c1	?	20	2%	21%	23	25%
Cc1c(NC(=O)COC(=O)CCC(=O)c2ccc(Cl)cc2)c(=O)n(-c2ccccc2)n1C	18%	-2	-14%	-2%	-2	8%
CS(=O)(=O)N(CC(=O)NC1CCCCC1)Cc1ccc(Cl)cc1	·	16	3%	8%	-17	-2%
CCOc1ccc(NC(=O)CSc2nc(C3CC3)nc3ccccc23)cc1	-6%	6	·	-23%	-5	1%
O=C(NCc1cccnc1)C(=O)NC1CCCCC1	21%	2	?	8%	38	1%
CN1CCN(C2=NC(=O)/C(=C/c3ccccc3OS(=O)(=O)c3ccccc3)S2)CC1	-13%	1	-27%	?	11	?
COc1ccc(CNC(=O)C/C(C)=N/NC(=O)C23CC4CC(CC(C4)C2)C3)cc1	47%[activator]	29*	-36%	-10%	53*	-7%
Cc1ccc(S(=O)(=O)n2nc(OC(=O)c3cccc(F)c3)cc2N)cc1	-24%	-2	13µM*	13%	-5	4%
CCOC(=O)c1c(NC(=O)c2ccccc2)sc2c(O)c(CN(CC)CC)ccc12	-4%	-4	1%	1.9µM*	-6	-13%
Cc1cccc(NC(=O)CSc2nc(N)cc(N)n2)c1	?	-1	4%	17%	9	1%
O=C(Cn1cnc2ccccc2c1=O)N1CCN(S(=O)(=O)c2ccc(F)cc2)CC1	?	·	-10%	?	·	·
CC(C)CC1NC(=S)N(Cc2ccccc2)C1=O (configuration not stated)	9.3µM*	-3	7%	?	21	10%
Cc1cccc(/C(N)=N/OC(=O)c2cccc3ccccc23)c1	0%	21*	0%	-73%	59*	·
COC(=O)c1cccc(NC(=O)c2onc3c2CCCC3)c1	336%[activator]	99*	-8%	292%[activator]	+	-1%
Cn1cccc1/C=N/N1CCN(c2ccccc2)CC1	56%[activator]	41*	45µM*	0%	130*	?
CCOC(=O)C1=NNC(C(=O)c2ccc(Cl)cc2)C1c1ccccc1 (configuration not stated)	0%	-1	-7%	3%	12	1%
CCCCOc1nc(N2CCOCC2)nc(C)c1[N+](=O)[O-]	-15%	-3	-25%	1%	-9	5%
CCCCn1nc2cc(C(=O)NC3CCc4ccccc43)ccc2c1OCC (configuration not stated)	8.3µM*	-1	0%	?	11	-2%
O=C(CC1C(=O)Nc2ccccc2N1CC(=O)N1CCCC1)Nc1ccc(Br)cc1 (configuration not stated)	?	·	-25%	4%	·	·
O=C1COc2ccc(C(=O)COC(=O)CCSc3ccccc3)cc2N1	117%[activator]	-2	-25%	10%	24	3%
CCCCCNC(=O)C1CCC(Cn2c(=S)[nH]c3ccccc3c2=O)CC1 (configuration not stated)	43%[activator]	8	4%	?	-6	12%
NC(=O)Oc1cccc(OC(N)=O)c1	31%[activator]	-2	-1%	-1%	-6	3%
Cc1cc(C)cc(N(CC(=O)Nc2ccc(-c3nc4ccc(C)cc4s3)cc2)S(C)(=O)=O)c1	4.1µM*	36*	-2%	77%[activator]	77*	4%
O=C1OC(Nc2nc3ccccc3s2)c2ccccc21 (configuration not stated)	2%	10	-11%	-1%	22	11%
O=C(O)C1CCN(C(=O)c2csc(-c3ccc4c(c3)CCO4)n2)CC1	48%[activator]	2	20%	39%[activator]	14	5%
O=c1cc(CO)occ1O	-4%	·	·	-2%	·	-12%
Cc1ccc(/C=C2\SC(N)=NC2=O)s1	10%	15	6%	36%[activator]	12	0%
COc1cc(C2c3c([nH]c(=O)[nH]c3=O)Nc3ccc4ccccc4c32)ccc1O (configuration not stated)	13%	8	-10%	-13%	13	-14%
Nc1nnc(P(c2ccccc2)c2ccccc2)s1	18%	1	0%	-12%	-12	3%
CC(C)(C)C(=O)COC(=O)c1cccc(NC(=O)c2ccco2)c1	27%	27*	15%	4%	27	0%
C/C(Cn1nnc2ccccc21)=N\OC(=O)c1ccccc1C	62%[activator]	-1	-2%	0%	14	8%
O=C(CCc1nc2ccccc2c(=O)[nH]1)N1CCN(C/C=C/c2ccccc2)CC1	·	-3	4%	?	-10	-4%
COC(=O)C(Cc1c[nH]c2ccccc12)NC(=O)C(=O)c1c[nH]c2ccccc12 (configuration not stated)	?	-7	-6%	?	-10	·
CN1CCN(C(=O)c2ccc3c(=O)n(Cc4ccco4)c(=S)[nH]c3c2)CC1	?	-3	1%	·	-7	-17%
Cn1c(SCC(=O)NCC2CCCO2)nnc1-c1cccc(NC(=O)c2ccccc2F)c1 (configuration not stated)	10%	3	4%	-10%	-11	4%
Cc1cc(C[n+]2ncsc2N)c2ncccc2c1	-90%	-4	0%	-36%	-13	-13%
O=C(Nc1nc2ccccc2s1)c1ccc2c(c1)S(=O)(=O)c1ccccc1C2=O	34%[activator]	8	1%	13%	35	0%
Cc1cc(F)ccc1S(=O)(=O)Nc1ccccc1C(=O)Nc1ncn[nH]1	-17%	-3	0%	-20%	-12	-13%
CC(C(=O)O)N1C(=O)c2cccc3cccc1c23 (configuration not stated)	12%	-2	7%	1%	-13	3%
COc1ccc(C2=NN(C(=O)CCC(=O)O)C(c3ccc([N+](=O)[O-])cc3)C2)cc1 (configuration not stated)	-21%	-2	0%	-18%	-3	2%
C[C@@H]1C=C(C(=O)NCc2ccccc2)O[C@H](OCc2ccc(CO)cc2)C1	?	2	-6%	0%	-7	-4%
Cc1ccc(S(=O)(=O)NC2CCCCCCC2)cc1	8.3µM*	-5	3%	46%[activator]	-5	-6%
CCOc1ccc(-n2cccc2C=O)cc1	?	7	-5%	33%[activator]	21	-1%
O=C(Nc1cc([N+](=O)[O-])ccc1O)c1cccc(C(=O)Nc2cc([N+](=O)[O-])ccc2O)c1	-10%	-1	-22%	18%	-4	1%
Cc1cc(C)cc(COn2ccnc2)c1	0%	9	0%	-9%	-7	1%

# 3 records drawn at random from the list so far:
SMILES	Pf growth 96h	Cycloheximide cs	Sm TGR inh	Pf growth 48h	Shiga toxin inh	FBPA Giardia inh
O=C(CCc1ccc(S(=O)(=O)N2CCOCC2)cc1)Nc1cc(Cl)ccc1N1CCOCC1	-18%	-2	0%	6.6µM*	-20	1%
Cc1ccc(S(=O)(=O)NC2CCCCCCC2)cc1	8.3µM*	-5	3%	46%[activator]	-5	-6%
Cc1ccc(S(=O)(=O)n2nc(OC(=O)c3cccc(F)c3)cc2N)cc1	-24%	-2	13µM*	13%	-5	4%
